Screening data: PubChem, several laboratories
Bim-Mcl-1: inhibitors of Bim peptide binding to Mcl-1, primary screen, biochemical, bead-based flow cytometry, multiplex; inhibition, % at 10 µM; Bim peptide-Mcl-1 binding; AID 1009, 2008; 0.1% of 190,000 active; in the data active = inhibition above about 40%;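 note: 0% = no compound tracer wells and 100% = peptide blocker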
Mcl1-Noxa inh: Mcl-1/Noxa binding inhibitors, primary screen, biochemical, TR-FRET, 1536-well | 1.5% of 220,000 active | TR-FRET Mcl-1/Noxa peptide binding, 2 h | AID 1022, 2008 | inhibition, % at 21.7 µM | Induced myeloid leukemia cell differentiation protein Mcl-1 (Homo sapiens), Q07820;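 active = compounds that cut the protein-peptide binding signal by more than 50% relative to plate controls in a single-dose test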;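 note: His-tagged Mcl-1 with rhodamine Noxa BH3 peptide and terbium anti-His antibody; 0% = Mcl-1 plus Noxa peptide wells and 100% = peptide-only wells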
Cdc42 wt: modulators of GTP binding to wildtype Cdc42, primary screen, biochemical, multiplex bead flow cytometry, Bodipy-GTP. Cell division control protein 42 homolog (Homo sapiens), P60953. GST-Cdc42 beads; actives lie on both sides. percent activity (GTP binding), % at 10 µM. 0.2% of 190,000 active;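 active = percent activity GTP binding at least 20 points away from the 100% baseline, either down as inhibitor or up as activator; inconclusive = compound flagged as likely green fluorescent from well-wide comparison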;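 note: median bead fluorescence of bound Bodipy-FL-GTP at 100 nM; 0% = excess unlabeled GTP control and 100% = no compound control; below 100% means less GTP binding so inhibitor and above means activator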
Target sequence (P60953 whole entry, looked up): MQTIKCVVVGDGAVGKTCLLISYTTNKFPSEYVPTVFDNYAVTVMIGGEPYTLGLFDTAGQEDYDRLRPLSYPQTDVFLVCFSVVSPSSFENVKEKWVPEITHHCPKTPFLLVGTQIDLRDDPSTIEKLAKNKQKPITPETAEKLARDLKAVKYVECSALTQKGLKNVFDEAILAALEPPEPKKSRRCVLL
HRas wt GTP: modulators of GTP binding to HRas wildtype, primary screen, biochemical, bead-based flow cytometry, multiplex; GTPase HRas (Homo sapiens), P01112; GST-Ras wt beads, Bodipy-FL-GTP binding; actives lie on both sides; GTP binding activity, % at 10 µM; 0.14% of 190,000 active;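 active = GTP binding activity at least 20% away from the 100% baseline, either lowered as inhibitor or raised as activator; inconclusive = flagged as likely green fluorescent, judged across all proteins in the well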;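 note: 0% = unlabeled GTP competition control and 100% = no-compound control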
Target sequence (P01112 whole entry, looked up): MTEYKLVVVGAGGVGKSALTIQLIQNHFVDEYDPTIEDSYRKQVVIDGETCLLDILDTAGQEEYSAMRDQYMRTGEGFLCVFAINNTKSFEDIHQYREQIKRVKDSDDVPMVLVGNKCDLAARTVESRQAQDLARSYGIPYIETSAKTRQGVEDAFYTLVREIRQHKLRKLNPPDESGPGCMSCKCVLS
Mcl1 Bid PPI: Mcl-1/Bid binding inhibitors, primary screen, biochemical, TR-FRET, 1536-well. inhibition, % at 21.7 µM. 0.97% of 220,000 active. Induced myeloid leukemia cell differentiation protein Mcl-1 (Homo sapiens), Q07820. TR-FRET Mcl-1/Bid-Dy647 peptide binding;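 active = compounds that cut the binding signal by more than half at the single screening dose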;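 note: His-tagged Mcl-1 with europium anti-His antibody binding Bid BH3 peptide; 0% = Mcl-1 plus peptide wells and 100% = peptide-only wells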
Rab2A wt mod: modulators of GTP binding to Rab2A wildtype, primary screen, biochemical, dog, bead-based flow cytometry, multiplex | Ras-related protein Rab-2A (Canis lupus familiaris), P61105 | GST-Rab2 wt beads, Bodipy-GTP binding | GTP binding activity, % at 10 µM | 0.19% of 190,000 active;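 active = GTP binding activity at least 20 points away from 100%, either lowered or raised; inconclusive = signal likely due to the compound's own green fluorescence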;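 note: 0% = beads with excess unlabeled GTP and 100% = no-compound control corrected for plate trend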
Rac1 mut GTP: GTP binding modulators of activated mutant Rac1, primary screen, biochemical, bead-based flow cytometry, multiplex, fluorescent GTP; percent activity (GTP binding), % at 10 µM; GST-Rac1 activated beads; actives lie on both sides; 100% means binding = to untreated wells; AID 764, 2007; Ras-related C3 botulinum toxin substrate 1 (Homo sapiens), P63000; 0.11% of 190,000 active;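 active = GTP binding at least 20 percentage points away from the 100% baseline, in either direction, so actives lie on both sides; inconclusive = Compound likely fluorescent itself, or too few beads counted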
RGS8-Gao reg: RGS8-Galphao binding modulators, primary screen, biochemical, multiplexed bead flow cytometry. response (percent of control binding), % at 10 µM. Guanine nucleotide-binding protein G(o) subunit alpha (Homo sapiens), P09471. actives lie on both sides. AID 1423, 2008. 0.34% of 220,000 active; in the data active = response below about 60% or above about 140%; inactive = in between;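 note: Galphao activated as the GDP aluminium fluoride complex binding bead-coupled RGS8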
Target sequence (P09471 whole entry, looked up): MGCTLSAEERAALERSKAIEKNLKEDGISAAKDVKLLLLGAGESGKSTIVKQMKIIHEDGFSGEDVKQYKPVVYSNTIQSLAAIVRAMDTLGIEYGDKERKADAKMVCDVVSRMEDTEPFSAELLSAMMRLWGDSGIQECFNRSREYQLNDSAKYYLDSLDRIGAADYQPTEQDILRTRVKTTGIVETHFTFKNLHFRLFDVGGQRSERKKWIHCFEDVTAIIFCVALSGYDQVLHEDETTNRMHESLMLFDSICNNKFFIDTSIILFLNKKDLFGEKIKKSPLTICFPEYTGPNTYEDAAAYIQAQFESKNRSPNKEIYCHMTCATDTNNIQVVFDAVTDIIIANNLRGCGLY
Rac1 wt modul: wildtype Rac1 GTP binding modulators, primary screen, biochemical, GST-Rac1 beads, flow cytometry, multiplex. Ras-related C3 botulinum toxin substrate 1 (Homo sapiens), P63000. fluorescent GTP binding; actives lie on both sides; 0 = cold GTP competed, 100 = untreated. GTP binding activity (% of control), % at 10 µM. 0.27% of 190,000 active. AID 757, 2007;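 active = GTP binding activity at least 20 points away from the 100% control level, either lower or higher; inconclusive = compound flagged as likely green fluorescent, judged across all proteins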
Pf gamet viab: late stage P. falciparum gametocyte viability inhibitors, primary screen, ATP luminescence, HTS. P. falciparum stage V gametocytes, 24 h. inhibition, % at 10.9 µM. 0.065% of 150,000 active. AID 743093, 2013;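 active = inhibition above the mean plus 3 SD of compounds within the control limits, set per campaign, cut at about 38% in these data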;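 note: 0% = DMSO wells and 100% = medium only without gametocytes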
Rab7 wt GTP bind: modulators of GTP binding to Rab7, primary screen, biochemical, wildtype, multiplex bead flow cytometry | Rab7 GTPase wild type (dog), Bodipy-FL-GTP binding | GST-Rab7 beads, fluorescent GTP binding; actives lie on both sides; untreated = 100%, excess cold GTP = 0% | GTP binding activity (percent of control), % at 10 µM | 0.055% of 190,000 active;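 active = fluorescent GTP binding to Rab7 beads changed by at least 20 points from the 100% baseline, either direction, mostly lower; inconclusive = compound itself probably fluorescent, or too few beads counted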;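 note: median green fluorescence of bound Bodipy-FL-GTP per Rab7 bead population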
The depositor's hits bear a star; ? = inconclusive; nt = not tested or not shown.

Sequence of screens: Bim-Mcl-1, Mcl1-Noxa inh, Cdc42 wt, HRas wt GTP, Mcl1 Bid PPI, Rab2A wt mod, Rac1 mut GTP, RGS8-Gao reg, Rac1 wt modul, Pf gamet viab, Rab7 wt GTP bind
1	Cc1ccc(N2CCN(C3=NC(=O)/C(=C\c4cn[nH]c4-c4ccccc4)S3)CC2)cc1
 : 6, 20, 95, 97, 0, 96, 97, 95, 99, nt, 98
2	Cc1ccc(C)c(C(=O)COc2ccccc2[N+](=O)[O-])c1
 : -3, 9, 102, 100, 0, 98, 101, 104, 102, nt, 97
3	COC(=O)c1ccc2nc(Nc3nc4ccc(F)cc4s3)sc2c1
 : -6, 95*, ?, ?, 81*, ?, ?, 94, ?, nt, ?
4	CC1CCc2c(sc(NC(=O)Cn3cnc([N+](=O)[O-])n3)c2C(N)=O)C1 (stereo not given)
 : -1, 17, 102, 101, -22, 103, 101, 107, 99, -65, 104
5	O=C(c1ccc(CS(=O)(=O)c2ccc(Br)cc2)o1)N1CCN(c2ncccn2)CC1
 : -1, -3, 98, 98, -9, 100, 98, 104, 99, nt, 97
6	CCC1Oc2ccc(C)cc2N(CC(=O)N(Cc2ccc3c(c2)OCO3)CC2CCCO2)C1=O (stereo not given)
 : -3, 13, 98, 98, 1, 95, 94, 95, 95, nt, 96
7	CCOC(=O)N1CCN(c2c(Nc3ccc4c(c3)OCCO4)c(=O)c2=O)CC1
 : 0, -10, 98, 99, -33, 99, 97, 99, 101, nt, 100
8	O=C(N1CCCCC1)N1CCN(C(=O)N2CCCCC2)CC1
 : 1, 1, 98, 97, 2, 96, 98, 99, 98, 13, 98
9	CCCc1nc2c(sc3nc4c(cc32)COC(C)(C)C4)c(=O)n1CCN(C)C
 : -4, -3, 93, 92, -7, 97, 94, 95, 95, -19, 95
10	COc1ccc(-c2cc(-c3nnc(COC(=O)c4ccncc4)o3)c3ccccc3n2)cc1OC
 : 9, 5, 94, 95, -6, 93, 96, 102, 94, 5, 95
11	CCO[C@H]1OC(C(=O)Nc2ccccc2)=C[C@@H](c2cn(C(C)=O)c3ccccc23)[C@@H]1CCCO
 : 0, -2, 96, 97, -13, 98, 96, 105, 96, -5, 102
12	COc1ccc(-c2noc(CN3CCC(Cc4ccccc4)CC3)n2)cc1
 : -4, 4, 98, 99, -5, 100, 99, 99, 101, nt, 100
13	O=C(CN1CCOCC1)N1N=C(c2cccs2)CC1c1cccs1 (stereo not given)
 : 0, -9, 97, 95, -28, 94, 96, 101, 100, -7, 92
14	Cc1ccc(N=Cc2ccc[nH]2)c(O)c1
 : 0, 14, 105, 103, -34, 104, 100, 99, 107, -52, 99
15	OCCCc1ccc(O)c(O)c1
 : -5, -5, 95, 95, -14, 97, 95, 99, 94, nt, 101
16	Cc1cccc(NC(=O)COC(=O)Cc2c[nH]c3ccccc23)c1C
 : -3, 12, 101, 101, -10, 102, 100, 101, 103, -17, 103
17	O=c1c2c(-c3ccc([N+](=O)[O-])cc3)csc2nc2n1CCC2
 : 0, 32, 98, 102, -8, 99, 101, 100, 103, nt, 99
18	CC(C)c1ccc(NC(=O)Cc2cn(C)c3ccccc23)cc1
 : -3, 1, 97, 99, -42, 100, 97, 102, 102, 1, 105
19	CC(=O)Nc1ccccc1Oc1ccccc1
 : -2, 3, 101, 93, -18, 99, 97, 103, 98, 19, 98
20	O=C(CN1CCOCC1)Nc1nc2ccc(F)cc2s1
 : 0, 27, 102, 100, -11, 101, 98, 104, 106, nt, 99
21	COc1cc(C(=S)N2CCOCC2)cc(OC)c1OC(=O)Cc1ccc(F)cc1
 : -10, 10, 102, 101, -27, 99, 102, 90, 104, 5, 104
22	CCCc1c(O)nc(SCCN(CC)CC)[nH]c1=O
 : -2, 7, 103, 102, 7, 102, 100, 103, 103, 9, 100
23	COc1ccc(C)cc1S(=O)(=O)Nc1ccc(F)cc1
 : -1, 21, 98, 97, -3, 99, 97, 101, 101, nt, 100
24	CCO[C@@H]1OC(C(=O)N2CCN(Cc3ccc4c(c3)OCO4)CC2)=C[C@H](c2coc3ccccc3c2=O)[C@H]1CCCO
 : 0, -10, 96, 98, -3, 98, 98, 102, 99, -10, 100
25	COc1ccc(Cl)cc1NC(=S)N1CCN(C(=O)c2ccco2)CC1
 : -1, -1, 101, 100, -25, 99, 97, 102, 102, nt, 102
26	COC(=O)CSc1nc(NCc2ccccc2)nc(N(C)C)n1
 : -3, -2, 97, 99, -14, 100, 95, 98, 98, 5, 105
27	O=C(NC1CCN(Cc2ccccc2)C1)c1cc(COc2ccc(F)cc2F)on1 (stereo not given)
 : -1, -10, 98, 98, -37, 97, 94, 102, 100, nt, 97
28	O=C(c1ccc([N+](=O)[O-])cc1)N1CCOC12CCN(c1ncc(C(F)(F)F)cc1Cl)CC2
 : 0, 15, 102, 101, -3, 99, 99, 101, 101, nt, 104
29	CCCNC(=O)COC(=O)c1ccc(S(=O)(=O)N2CCCC2)cc1
 : 0, 26, 97, 96, 4, 96, 99, 100, 98, 10, 96
30	COC(=O)/C(=C/c1ccc(OC)cc1)NC(=O)c1ccco1
 : -3, -10, 103, 99, -17, 100, 102, 93, 103, -11, 95
31	O=C(Nc1cc(Sc2nc3ccccc3s2)cc([N+](=O)[O-])c1)c1ccccc1F
 : 1, 7, 103, 100, 0, 99, 101, 98, 105, nt, 99
32	Cc1ccc(-c2csc3nc(C)n(N)c(=O)c23)o1
 : 3, 14, ?, ?, -73, ?, ?, 99, ?, nt, ?
33	O=C(O)c1cc(C(=O)C2CC2)c[nH]1
 : 3, -3, 99, 100, -6, 100, 94, 98, 100, nt, 104
34	CC(C)C(c1nnnn1C1CCCCC1)N1CCc2ccccc2C1 (stereo not given)
 : -1, -2, 106, 105, -8, 104, 101, 100, 105, 18, 103
35	COC(=O)C1CCN(Cc2cn(Cc3ccccc3)nc2-c2cc3ccccc3o2)CC1
 : 0, 4, 101, 98, 6, 101, 101, 124, 102, -21, 99
36	COc1cccc(C(c2sc3ncnn3c2O)N2CCN(C(=O)c3ccco3)CC2)c1 (stereo not given)
 : 2, 7, 99, 98, -2, 98, 100, 102, 101, nt, 97
37	CC(C)CCSc1nc2[nH]ncc2c(=O)[nH]1
 : 1, -1, 95, 100, 9, 97, 94, 107, 96, nt, 103
38	COc1ccc(S(=O)(=O)N2CCN(CC(=O)Nc3cc(C(F)(F)F)ccc3Cl)CC2)cc1
 : -5, 2, ?, ?, 8, ?, ?, 102, ?, nt, ?
39	CC(=O)NC1(C(F)(F)F)N=C2SCCN2C1=O (stereo not given)
 : -1, -1, 102, 100, 1, 102, 100, 98, 103, -11, 103
40	Cn1c(Cn2nnc3ccccc32)nnc1SCC(=O)N1c2ccccc2Sc2ccccc21
 : 2, 18, 97, 98, -4, 98, 99, 101, 99, -24, 102
41	CC(=O)c1cc(-c2ccccc2)n(CC(=O)NC2CCCCC2)c1C
 : -2, 3, 96, 100, -34, 99, 97, 101, 99, -22, 103
42	Cc1cccc(NC(=O)c2ccc(OCC(=O)NCc3ccccc3)cc2)c1C
 : 0, -44, 100, 99, -5, 102, 99, 109, 100, nt, 104
43	Cc1ccc(/C=C/C(=O)NCCCN2CCN(CCCNC(=O)/C=C/c3ccc(C)o3)CC2)o1
 : -7, 34, 99, 99, 4, 99, 100, 99, 103, -6, 96
44	CCc1ccccc1NC(=O)CSc1nc2n[nH]c(C)c2c(=N)n1-c1ccc(OC)cc1
 : 13, 16, 101, 97, 4, 95, 95, 87, 97, -19, 102
45	CC1CCCCC1NC(=O)c1cncc(Br)c1 (stereo not given)
 : -3, -3, 97, 97, -2, 93, 93, 100, 92, nt, 94
46	CSc1nc(SC)c2c3c(oc2n1)COC(C)(C)C3
 : -6, -13, 97, 98, -5, 100, 100, 101, 105, 1, 96
47	CN(C)C(=S)SCC(=O)NC(=O)NC(C)(C)C
 : 0, 0, 93, 96, -3, 94, 98, 101, 98, -28, 94
48	O=C(NCC1CCCO1)c1cc2c(s1)CS(=O)(=O)C2 (stereo not given)
 : 0, 16, 106, 105, 1, 107, 101, 112, 106, nt, 102
49	COc1ccc(NC(=O)Nc2sc(=S)n(C)c2C)cc1
 : -3, 24, 100, 98, -29, 97, 96, 102, 101, -1, 95
50	O=C(O)C1CC=CCC1C(=O)Nc1ccc(F)c(F)c1 (stereo not given)
 : -2, -3, 106, 105, -19, 104, 101, 98, 104, -4, 102
51	c1ccc(Cn2c(SCc3nc4ccccc4s3)nnc2-c2ccco2)cc1
 : -1, 24, 98, 98, -7, 96, 95, 97, 95, -6, 98
52	Cc1ccc([N+](=O)[O-])cc1S(=O)(=O)N1CCNCC1
 : 2, 0, 100, 96, -5, 97, 96, 101, 97, 7, 96
53	Cc1cnc(NC(=O)COc2ccccc2Cl)s1
 : -3, 11, 97, 100, 5, 101, 97, 110, 99, nt, 99
